PPARg SRC-3 ag = PPARgamma-driven SRC-3 recruitment agonism; P37231; biochemical PPARgamma/SRC-3 coactivator recruitment assay; activation, % at 8 µM; actives 0.26% (n = 200,000); in the data active = activation above about 23%;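 note: 0% = DMSO and 100% = reference agonist; some compounds past the cut are filed as inactive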
Target sequence (P37231 whole entry, looked up): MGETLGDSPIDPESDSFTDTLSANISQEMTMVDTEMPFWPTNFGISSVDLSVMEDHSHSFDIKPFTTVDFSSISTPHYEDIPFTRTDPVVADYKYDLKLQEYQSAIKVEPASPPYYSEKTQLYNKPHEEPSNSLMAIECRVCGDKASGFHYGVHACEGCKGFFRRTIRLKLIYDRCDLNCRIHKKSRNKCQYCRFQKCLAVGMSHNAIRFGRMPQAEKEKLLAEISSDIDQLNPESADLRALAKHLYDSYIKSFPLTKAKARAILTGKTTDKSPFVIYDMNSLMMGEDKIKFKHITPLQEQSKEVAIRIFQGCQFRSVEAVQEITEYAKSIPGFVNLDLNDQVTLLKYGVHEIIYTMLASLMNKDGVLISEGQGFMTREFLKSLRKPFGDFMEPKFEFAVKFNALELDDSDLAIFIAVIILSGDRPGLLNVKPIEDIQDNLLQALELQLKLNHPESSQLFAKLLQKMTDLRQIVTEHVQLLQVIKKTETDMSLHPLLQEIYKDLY
S1P3 antagonist = S1P3 (human) receptor antagonism; inhibition, % at 4.98 µM; AID 485; CHO S1P3 NFAT-BLA reporter, FRET fluorescence, antagonist mode; actives 0.27% (n = 170,000);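 active = inhibition above the plate cutoff, the mean inhibition of test wells on that plate plus 3 SD, cut at about 28% in these data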;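 note: cells challenged with S1P at its EC80 of 0.8 µM; blue over green emission ratio from cleaved BLA substrate after 4 h stimulation; 0% = S1P-stimulated wells and 100% = unstimulated DMSO-only wells; some compounds past the cut are filed as inactive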
Target sequence (Q99500 whole entry, looked up): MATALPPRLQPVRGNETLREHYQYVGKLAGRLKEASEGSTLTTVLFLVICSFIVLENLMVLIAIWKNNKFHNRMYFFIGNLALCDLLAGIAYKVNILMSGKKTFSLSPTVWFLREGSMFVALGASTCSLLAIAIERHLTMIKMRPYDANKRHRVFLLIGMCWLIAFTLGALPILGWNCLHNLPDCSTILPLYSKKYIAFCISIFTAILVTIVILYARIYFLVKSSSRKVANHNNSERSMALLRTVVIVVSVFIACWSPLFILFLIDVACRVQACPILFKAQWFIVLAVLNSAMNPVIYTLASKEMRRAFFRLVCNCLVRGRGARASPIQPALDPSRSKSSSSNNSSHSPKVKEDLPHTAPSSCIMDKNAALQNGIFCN
Efa HMGR inh = blocks class II HMG-CoA reductase of Enterococcus faecalis; inhibition, % at 10 µM; AID 1066; purified E. faecalis HMGR, NADPH absorbance 340 nm kinetic; actives 0.41% (n = 190,000);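 active = inhibition above a set limit, the median over all tested compounds plus 3 SD, cut at about 9.5% in these data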;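 note: enzyme runs in reverse so mevalonate oxidation gives rising NADPH absorbance; 0% = complete reaction with DMSO and 100% = background rate lacking mevalonate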
PPARg SRC1 recr = promotes SRC-1 coactivator recruitment by human PPARgamma | P37231 | PPARgamma-SRC-1 coactivator recruitment biochemical assay | activation, % at 8 µM | actives 0.41% (n = 200,000) | AID 631; in the data active = activation above about 19%;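 note: 0% = DMSO and 100% = reference agonist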
bIAP inh = intestinal alkaline phosphatase (bovine) inhibition | purified bovine IAP, CDP-star luminescence, 30 min | AID 1019 | 190,000 tested, under 10 active | inhibition, % at 20 µM;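 active = over 50% inhibition of intestinal alkaline phosphatase at 20 µM in the single-dose screen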
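Incubation: 30 min reaction at room temperature / Material: purified bovine intestinal alkaline phosphatase (IAP) enzyme / Input: enzyme at 1/65,000,000 dilution / Dosing: 20 µM single dose / Signal: CDP-star luminescence signal / Reagent: CDP-star chemiluminescent phosphatase substrate, 30 µM final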
ROMK mod = human ROMK K+ channel modulation, primary screen; actives 2% (n = 130,000); AID 1918; Tet-inducible ROMK, thallium flux fluorescence; actives lie on both sides; B-score at 10 µM; P48048;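 active = signal ratio slope over the read window, or its plate-corrected B-score, at least 3 SD from the plate mean, either direction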;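 note: B-score of the F/F0 ratio slope over 7 to 12 s after thallium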
L major viab = reduces viability of Leishmania major promastigotes | resazurin fluorescence viability | inhibition, % at 10 µM | actives 9% (n = 200,000); in the data active = inhibition above about 50%;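 note: promastigotes grown with compound for 44 hours at 28 °C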
Redox H2O2 prof = compounds producing H2O2 with reducing agent – biochemical, NIH compound library profiling, artefact control for MLSCN library redox annotation, primary screen | DTT-dependent redox cycling H2O2, phenol red/HRP absorbance; 100% = 100 µM peroxide control, 0% = buffer | activation, % at 10 µM | actives 0.03% (n = 200,000) | AID 878;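 active = activation of at least 50% relative to the plate's high and low controls in the primary single-dose screen; inactive = activation below 50%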;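 note: compound incubated with DTT at 0.8 mM final as the reducing agent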
RAM network inh = inhibitors of the yeast RAM network | S. cerevisiae dse1pr::URA3 reporter, 5-FOA growth OD615, 2 d; analog-sensitive cbk1-as2 kinase mutant strain | inhibition, % at 50 µM | actives 1.8% (n = 190,000) | AID 868;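 active = inhibition above a set limit, 3 SD over mean compound inhibition, cut at about 8.4% in these data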;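 note: 0% = DMSO-only wells with no growth and 100% = 10 µM 1-NA-PP1 full growth; inhibition rescues growth on 5-FOA so higher OD means more RAM inhibition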
PPARg SRC2 recr = agonists of SRC-2 recruitment by human PPARgamma; actives 0.34% (n = 200,000); activation, % at 8 µM; AID 1032; PPARgamma LBD-SRC-2 recruitment, biochemical; in the data active = activation above about 22%;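 note: 0% = vehicle and 100% = reference agonist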
TR-FRET SRC-2 ct = TR-FRET artefact, counter-screen to PPARgamma/SRC-2 agonist assay | TR-FRET ratio at 8 µM | actives 0.4% (n = 200,000) | stronger effect = higher value | AID 1049; in the data active = TR-FRET ratio above about 2000; note: inactives centre near 1500; reference of the scale not given here
The depositor's hits bear a star; . = not tested or not shown.

SMILES	PPARg SRC-3 ag	S1P3 antagonist	Efa HMGR inh	PPARg SRC1 recr	bIAP inh	ROMK mod	L major viab	Redox H2O2 prof	RAM network inh	PPARg SRC2 recr	TR-FRET SRC-2 ct
CC(C)Oc1ccc(Cn2c(-c3ccco3)n[nH]c2=S)cc1	6	.	-1	3	2	0.69	-6	-1.1	2.6	5	1416
CC1Cc2ccccc2N1C(=O)CSc1nnc2c(n1)[nH]c1ccc(F)cc12 (stereo not drawn)	-6	.	-4	0	-8	.	7	0.7	1.2	-4	1394
COc1ccccc1C1C2=C(CC(C)(C)CC2=O)Nc2nnnn21 (stereo not drawn)	1	-10	3	-2	19	.	-4	0.3	2.8	4	1658
COc1ccc2c(c1)CC(C)C/C2=N\NC(=O)c1ccco1 (stereo not drawn)	6	10	1	-1	-18	.	2	-0.3	-1.1	-2	1610
CN1/C(=C/C=N/n2cnnc2)C(C)(C)c2ccccc21	5	.	-2	2	7	.	0	-0.8	0.6	13	1634
Nc1ccc2nc(CN3CCOCC3)[nH]c2c1	7	.	-3	6	1	0.93	1	-0.2	-0.7	-3	1465
NCCCC[C@@H]1NC(=O)c2cc([N+](=O)[O-])cc(I)c2SC[C@@H](C(=O)NCC(N)=O)NC(=O)CNC1=O	3	-15	-6	10	14	0.1	-6	0.4	1.9	-4	1425
COc1cc(-c2c(C#N)c(N)nc3c2c(C)nn3-c2ccc(C)c(C)c2)cc(OC)c1OC	3	12	-1	-1	0	0.27	13	1.1	7.9	8	1467
CC(=O)OC(C(=O)N1CCN(c2ccc(F)cc2)CC1)c1ccccc1 (stereo not drawn)	5	.	-10	7	0	.	17	-0.8	2.0	9	1544
CCN1C(=O)/C(=C/c2cnn(C)c2C)SC1=S	3	.	.	-2	8	0.41	-7	-0.8	2.3	-1	1558

Compound profiles (already shown). Screens in order: PPARg SRC-3 ag	S1P3 antagonist	Efa HMGR inh	PPARg SRC1 recr	bIAP inh	ROMK mod	L major viab	Redox H2O2 prof	RAM network inh	PPARg SRC2 recr	TR-FRET SRC-2 ct
CC(=O)OC(C(=O)N1CCN(c2ccc(F)cc2)CC1)c1ccccc1 (stereo not drawn) is listed with 5	.	-10	7	0	.	17	-0.8	2.0	9	1544
CCN1C(=O)/C(=C/c2cnn(C)c2C)SC1=S is listed with 3	.	.	-2	8	0.41	-7	-0.8	2.3	-1	1558

(cont.)
SMILES	PPARg SRC-3 ag	S1P3 antagonist	Efa HMGR inh	PPARg SRC1 recr	bIAP inh	ROMK mod	L major viab	Redox H2O2 prof	RAM network inh	PPARg SRC2 recr	TR-FRET SRC-2 ct
CC(C)NC(=O)c1cc2ccccc2o1	3	.	0	4	-3	0.21	-7	0.3	-1.0	5	1472
Cc1nn(C(C)C)c(C)c1CN1CCN(Cc2ccsc2)C(CCO)C1 (stereo not drawn)	0	-4	-3	4	-2	0.8	0	-0.9	0.9	2	1395
CCOC(=O)CSc1nc(C2CC2)nc2ccccc12	2	21	-2	7	2	-1.2	-7	-0.6	-0.8	-2	1556
Cc1[nH]c2ccccc2c1C(=O)CN1CCN(C2CCCCC2)CC1	4	-25	0	-1	-1	.	-4	-0.5	1.4	4	1562
COC(=O)c1ccccc1NC(=O)c1cc2n(n1)C(C(F)F)CC(C(F)F)N2 (stereo not drawn)	9	3	-3	7	26	0.9	-2	-4.3	4.2	6	1475
COc1ccc(S(=O)(=O)c2c(C)c(NS(=O)(=O)c3ccccc3)cc(C)c2O)cc1	1	-1	-1	6	-2	0.2	6	0.8	7.4	-2	1650
CCOC(=O)C(C)Sc1nc2ccccc2c(=O)n1CC (stereo not drawn)	0	-17	0	-1	0	0.08	0	1.7	0.7	4	1613
CCc1c(C)nc(SCC(=O)CC(=O)OC(C)C)c(C#N)c1C	-7	-18	0	-6	9	-0.57	11	-0.3	0.9	-6	1483
C=CCn1c(-c2ccc(OC)c(OC)c2)n[nH]c1=S	9	.	0	9	8	0.012	-8	-1.8	-0.5	6	1405
O=C(O)c1ccc(-n2cccn2)nc1	7	14	-2	-2	1	2.3	3	-0.4	0.5	6	1631
CS(=O)(=O)N(CC(=O)N1CCN(c2ccccc2)CC1)c1ccc(Cl)c(C(F)(F)F)c1	5	.	3	8	-3	0.025	89*	0.3	1.5	3	1771
Cc1ccc(S(=O)(=O)N2CCC(C(=O)O)CC2)cc1C(=O)O	2	-39	-5	0	5	.	-8	-2.5	-0.1	-1	1636
Cc1ccc(-c2nn(-c3ccccc3)cc2C(=O)N2CCN(c3ccccn3)CC2)cc1	4	6	0	-2	6	0.33	25	-2.3	1.7	4	1536
Cc1nn(CCC(=O)NNC(=S)Nc2ccc(F)cc2)c(C)c1Br	5	9	-2	6	3	.	-3	0.1	1.0	5	1618
O=C(c1ccccc1)c1ccccc1C(=O)N1CCOCC1	5	-34	1	-1	11	.	-4	3.1	2.1	2	1304
CCc1ccc(-c2nnn(Cc3nn[nH]n3)n2)cc1	1	0	-1	-4	10	0.83	-6	-0.8	-0.6	3	1582
O=C(N/N=C/c1ccc(OCc2ccccc2)cc1)c1ccncc1	-1	-11	2	7	18	-1.1	5	-0.7	1.3	0	1579
Cc1ccc(-c2nnc(SCC(N)=O)n2C)cc1	1	-3	-2	1	-11	0.19	0	0.2	-0.1	-2	1588
COc1ccc(NC(=O)CNS(=O)(=O)c2ccc(Cl)cc2)cc1	6	.	4	-3	-11	.	-3	-0.4	1.1	4	1681
O=C(CCCOc1ccc(Cl)cc1Cl)N1CCCc2ccccc21	-6	.	-2	-3	3	-1.7	1	0.1	0.6	-3	1262
N#Cc1c(N)c(C(=O)c2ccc(Cl)cc2)n2c1CCC2	13	-8	-6	-4	4	-0.75	-9	2.7	-0.3	-2	1628
Cc1occc1C(=O)NNC(=O)C1CCCCC1	3	-6	-4	3	-5	-0.042	72*	-0.6	0.7	-4	1766
Cc1ccc(C)c(C(=O)O/N=C(\N)c2ccc(Br)cc2)c1	5	.	2	1	23	.	10	-0.3	3.5	4	1509
Cc1ccc(NC(=S)NNC(=S)NC2CCCCC2)cc1	5	8	-4	3	11	.	-2	-1.1	2.5	5	1678
O=C(Nc1ccc(N2CCOCC2)c(Cl)c1)c1cccnc1	-5	20	1	11	10	-0.68	-4	3.8	0.0	-1	1627
Cc1onc(-c2ccccc2)c1C(=O)N1CCc2ccccc21	1	.	-1	-5	-2	-0.13	4	0.3	4.3	1	1287
COc1ccc(Cl)cc1-c1nc(-c2ccc(NC(=O)c3cccs3)cc2)no1	6	-5	-10	9	-3	0.0029	65*	1.0	1.2	7	1607
COc1ccc(OC)c(CNC(=O)Cc2c(C(=O)O)[nH]c3ccccc23)c1	-2	.	-9	-2	3	.	-6	-1.0	-0.5	2	1608
COc1ccc(/C=N/N=C2\SCC(=O)N2c2c(C)n(C)n(-c3ccccc3)c2=O)cc1OC	5	-27	-3	0	5	0.51	5	-0.5	1.7	6	1620
Cc1cccc(NC(=O)CNC(=O)COc2ccc(-c3ccc(C#N)cc3)cc2)c1C	8	-15	-8	27*	13	-0.039	-2	0.2	2.7	12	1521
COc1ccccc1CNC(=O)CN(c1cccc([N+](=O)[O-])c1)S(C)(=O)=O	0	-18	2	-5	-7	-0.58	1	-0.6	0.6	4	1411
COc1ccc(C(=O)c2cc([N+](=O)[O-])ccc2N2CCCC2)cc1	1	13	2	2	5	.	5	-0.4	3.8	9	1620
CCn1c(=N)n(CC(O)COc2cccc(C)c2)c2ccccc21 (stereo not drawn)	-17	5	-5	-4	2	-3.2	58*	0.6	2.5	2	1437
Cc1cc2nc3c(c(=O)n2[nH]1)CCCC3	10	.	-7	4	0	-0.19	14	0.7	4.2	9	1614
Cc1nn(Cc2ccc(F)cc2)c(Cl)c1/C=N/NC(=O)c1ccccc1	-3	1	-1	5	-9	-0.26	-7	-0.9	1.9	-3	1612
O=C(O)CCCNc1c(C(=O)Nc2ccc(Cl)cc2)cc([N+](=O)[O-])cc1[N+](=O)[O-]	2	-7	-6	3	-10	0.37	-5	-1.4	5.5	11	1545
COc1ccc(NC(=O)c2ccc(C(=O)c3ccccc3)o2)cc1	-1	5	-1	6	8	.	-1	3.2	3.1	5	1316
CCCc1cc(C(=O)N2CCCC(C(=O)c3cccc4ccccc34)C2)n(C)n1 (stereo not drawn)	-3	0	0	1	1	.	17	-1.1	-1.4	1	1334
CC(C)Cc1ccc(C(C)NC(=O)c2ccc(=O)[nH]c2)cc1 (stereo not drawn)	8	8	0	7	-14	-1.4	-6	0.1	-0.5	3	1472
Cc1ccc2c(CC(=O)OC(C)C(=O)Nc3ncc(Cl)cc3Cl)coc2c1 (stereo not drawn)	2	-8	-6	4	15	.	-3	0.6	4.4	-1	1326
COc1ccc(-c2cc(N)n(S(=O)(=O)c3ccc(F)cc3)n2)cc1OC	-3	.	-6	-4	2	.	51*	-0.6	6.0	-12	1580
O=C(Nc1cccnc1)c1cc(-c2ccccc2)on1	-11	.	0	0	-1	3.5*	-9	0.8	-0.8	4	1595
CN(C)Cc1cc(C(C)(C)C)c(O)c(C(C)(C)C)c1	-2	25	1	5	6	.	25	-1.1	0.9	-1	1456
COc1ccc(-n2ncc3c(N4CCCc5ccccc54)ncnc32)cc1	10	.	-3	1	-18	.	9	-0.8	0.3	0	1693
COc1ccc(Cn2c(=O)[nH]c3cc(C(=O)NCCCN4CCCC4)ccc3c2=O)cc1	0	.	-1	3	5	-0.014	8	-0.2	0.1	6	1569
Cc1cc2cc(C)c3nnc(SCC(=O)N4CCc5ccccc54)n3c2cc1C	-11	.	-10	-4	8	.	-2	1.7	0.5	2	1389
O=C(N1CCOCC1)C12CC3CC(C1)CC(C(=O)N1CCOCC1)(C3)C2	10	4	-2	10	5	.	-3	-1.2	0.8	8	1711
CCOc1cccc2c1OC1(C)CC2NC(=O)N1c1cccc(Cl)c1 (stereo not drawn)	2	.	4	0	-4	.	7	-0.7	1.1	10	1662
O=C(COc1ccc(Br)cc1Cl)c1ccc[nH]1	3	-23	-4	4	17	-0.15	-3	-1.0	-0.2	-2	1678
CCOc1cc(/C=N/Nc2nc(=O)[nH]nc2C)ccc1O	2	-5	-5	-9	-6	0.56	6	-1.1	2.8	10	1408
Carrying on.
SMILES	PPARg SRC-3 ag	S1P3 antagonist	Efa HMGR inh	PPARg SRC1 recr	bIAP inh	ROMK mod	L major viab	Redox H2O2 prof	RAM network inh	PPARg SRC2 recr	TR-FRET SRC-2 ct
CS(=O)(=O)Oc1ccc(Br)cc1/C=C1/N=C(c2ccco2)OC1=O	7	0	-5	8	-26	0.42	-5	-0.3	2.1	-2	1506
Cn1c(=O)c2c(nc(SCC(=O)NCc3ccc4c(c3)OCO4)n2Cc2ccc(F)cc2)n(C)c1=O	-8	.	-5	-3	5	.	6	1.2	1.9	1	1426
CCOC(=O)c1cc2c(=O)n3cccc(C)c3nc2n(Cc2cccnc2)c1=N	11	.	.	2	.	1.2	28	-1.7	.	-3	1529
Cc1ccc(C(=O)CC(c2cccs2)S(=O)(=O)c2ccc(C)cc2)cc1 (stereo not drawn)	2	13	2	0	7	0.11	-2	0.2	5.8	4	1511
O=C(NCCOC(=O)c1ccc([N+](=O)[O-])cc1)c1cccnc1	-1	-11	2	9	10	0.8	3	-0.5	-0.9	9	1727
